Bioassay records (PubChem BioAssay)
Salmonella PhoP GFP: PhoP-dependent GFP reporter repression – Salmonella Typhimurium, primary screen (AID 1863); S. Typhimurium PhoP-regulated promoter GFP reporter, 4 h; higher % means a stronger effect; inhibition, % at 50 µM; hits with a dose series show IC50 in µM; 300,000 compounds, 0.16% hits;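 active means inhibition over 29.93%, a cutoff 3 SD above the screen mean, later confirmed by dose response; inconclusive means inhibition over 29.93% but no dose response follow-up; inactive means inhibition at most 29.93% or unconfirmed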;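 further: 0% = low Mg2+ inducing control and 100% = high Mg2+ repressing control; strong numbers were not always called active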
West Nile antiviral: West Nile virus antiviral activity, cell-based, CPE readout (AID 1621). one-dose CPE inhibition, % at 10 µM; IC50 in µM for titrated hits. 290,000 compounds, 0.02% hits. West Nile virus-infected cells, CPE inhibition; higher % means a stronger effect; in the data active means a potency from the dose series; inconclusive means CPE inhibition mostly from about 3.7% at the one dose, without a potency; inactive means the rest, 99 in 100 with CPE inhibition below about 2.2%; further: strong numbers were not always called active
bCat nuc transl: modulators of beta-catenin nuclear translocation. nuclear translocation activity, % at 5 µM. 190,000 compounds, 0.3% hits. AID 1665. HeLa beta-catenin nuclear translocation, immunofluorescence imaging;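 active means nuclear translocation activity above 50% at 5 µM, with a well cell count of 50 or more; inconclusive means wells under 50 cells across six images, flagged as toxic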;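 further: per-cell ratio of nuclear to cytoplasmic median beta-catenin stain intensity; plate controls were DMSO negative control for no effect and GSK-3 inhibitor IX positive control for full effect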
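Technique: fluorescence imaging of beta-catenin antibody stain plus DAPI / Material: human HeLa cell line / Incubation: compound treatment 24 h, 37°C, 5% CO2 / Read-out basis: % activation of per-cell nuclear versus cytoplasmic median beta-catenin signal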
Myeloid diff MLP: myeloid differentiation induction | calls only at 10 µM | 360,000 compounds, 1% hits | ER-HoxA9 myeloid progenitors, lysozyme-GFP differentiation, flow cytometry;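 active means normalized GFP-positive differentiation at or above the plate's own cutoff, the solvent-only control mean plus 3 SD; inconclusive means no clear call, values can overlap the other calls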;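 further: cells exposed to compound for four days before flow analysis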
RSV antiviral HEp-2: inhibition of RSV-induced cytopathic effect – HEp-2 cells, primary 10 µM value included (AID 2391); 310,000 compounds, 0.13% hits; HEp-2 cells, RSV-induced CPE inhibition; higher % means a stronger effect; CPE inhibition, % at 10 µM, or IC50 in µM where a hit was titrated; in the data active means a potency from the dose series; inconclusive means CPE inhibition mostly from about 23% at the one dose, without a potency; inactive means the rest, 99 in 100 with CPE inhibition below about 21%; further: strong numbers were not always called active
SV40 large T antigen: SV40 large T antigen inhibitors, biochemical (AID 1903); SV40 large T antigen ATPase/helicase inhibition assay; higher % means a stronger effect; inhibition, % at 20 µM, or IC50 in µM where a hit was titrated; 310,000 compounds, 0.39% hits; in the data active means a potency from the dose series; inconclusive means inhibition mostly from about 32% at the one dose, without a potency; inactive means the rest, 99 in 100 with inhibition below about 32%; further: strong numbers were not always called active
Rac1 GTP hydrolysis: MgcRacGAP GTPase-activating activity inhibitors, confirmation, biochemical, ADP Hunter fluorescence. MgcRacGAP-stimulated Rac1 GTP hydrolysis, ADP Hunter fluorescence; higher % means a stronger effect; GST-tagged Rac1 F28L mutant substrate. 340,000 compounds, 0.6% hits. AID 624330. inhibition, % at 30 µM; hits with a dose series show IC50 in µM;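 active means first-screen hits whose inhibition reached a set limit at any dose in the follow-up dose series; inconclusive means inhibition above the set first-screen limit but never retested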;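 further: fluorescence reports GDP produced by GAP-driven GTP hydrolysis; strong numbers were not always called active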
WT yeast gro inh: growth inhibition of WT yeast, mitochondrial fusion screen. AID 1362. mitochondrial fusion phenotypic screen, WT strain. 190,000 compounds, 2.1% hits. inhibition, % at 10 µM; in the data active means inhibition above about 58%; tested in S. cerevisiae
T cell HTS: modulates CD8 T cell binding to vesicles. 2C CD8+ T cell-vesicle binding, flow cytometry; hits give low values. calls only at 7 µM. 330,000 compounds, 0.068% hits;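 active means response, share of CD8 T cells binding vesicles, and their 90th percentile fluorescence all below set limits, cut at about 80% in these data, passing the limit was not always enough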
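Incubation: binding step 1.5 h, 37 °C, antibody labelling 20 min, ice; system: murine 2C transgenic CD8+ T lymphocytes; technique: cytometric PE anti-B7-1 and Alexa647 anti-CD8 signals after 1% paraformaldehyde fixation; also added: QL9-charged Drosophila Ld/ICAM-1/B7-1 vesicles; control set: naked versus QL9-loaded vesicles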
WT yeast gro inh mutant strain: second read-out of WT yeast gro inh, no call of its own (marks repeat the call); inhibition, %; mitochondrial fusion phenotypic screen, mutant strain inhibition
bCat nuc transl cell count 5 µM: recorded beside bCat nuc transl, whose call it bears; cell count; measured here: cell count, cytotoxicity flag
T cell HTS vesicle-bound %: further read-out of T cell HTS, marked with its call; double positive events, %; measured here: CD8+ vesicle-bound cell fraction;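 binding gate set so that unloaded-vesicle control wells show 10% double positive cells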
Myeloid diff MLP GFP+ MAC1+ %: also measured in Myeloid diff MLP; calls as there; GFP+ MAC1+ double positive, %; measured here: differentiation confirmed by MAC1 staining
* hit, by the source's call; i = inactive; ? = inconclusive; . = no result given.

SMILES	Salmonella PhoP GFP	West Nile antiviral	bCat nuc transl	bCat nuc transl cell count 5 µM	Myeloid diff MLP	Myeloid diff MLP GFP+ MAC1+ %	RSV antiviral HEp-2	SV40 large T antigen	Rac1 GTP hydrolysis	WT yeast gro inh	WT yeast gro inh mutant strain	T cell HTS	T cell HTS vesicle-bound %
O=c1c2ccccc2n(Cc2ccc(F)cc2)c(=O)n1C1CCCC1	24%	0.3%	.	.	i	0.9	2.0%	-3%	3%	77*	21*	i	16
CCCNC(=O)COc1ncnc2sc(C)c(C)c12	-2%	0.3%	-2.7	1225	i	0.6	1.5%	7%	10%	16	17	i	6
Cn1c(=O)cc(OCCCC(=O)NCc2ccco2)c2ccccc21	9%	1.9%	.	.	i	0.8	0.0%	-3%	6%	2	2	i	39
CC1=C(C(=O)NCc2ccco2)C2(CCC(C)CC2)OC1=O (stereo unspecified)	-6%	0.0%	-1.6	1163	i	1.6	-1.2%	10%	8%	1	-2	i	28
CCN(Cc1cc(=O)[nH]c2ccccc12)C(=O)c1ccc(C)cc1	0%	1.4%	0.5	1379	i	0.6	3.0%	7%	10%	.	.	i	39
Nn1c(SCc2ccccc2)nnc1-c1ccco1	3%	0.1%	-2.0	1094	i	3.7	2.3%	3%	-1%	-5	7	i	45
C=CCOc1cc(C)nc(-c2ccccc2O)n1	-2%	0.1%	.	.	i	0.3	2.0%	7%	0%	-12	3	i	17
CCCC(C)NC(=O)CN1C(=O)NC2(CCc3ccccc32)C1=O (stereo unspecified)	-6%	-0.6%	.	.	i	1.2	1.6%	9%	6%	.	.	i	68
CCC(=O)Nc1ccc(S(=O)(=O)Nc2nccs2)cc1	4%	-0.2%	.	.	i	1.2	1.9%	2%	16%	.	.	i	12
CCOC(=O)c1c(NC(=O)CSc2nnc(C)s2)sc2c1CCC(CC)C2 (stereo unspecified)	9%	0.3%	2.5	1122	i	0.3	13%	4%	0%	13	2	i	1
Cc1cccc(C)c1OCC(=O)Nc1cc(Cl)ccc1-n1cncn1	5%	.	.	.	i	1.1	-1.2%	6%	13%	.	.	i	33
O=C(N/N=C/c1cccc2ccccc12)c1cccc(F)c1	-8%	0.5%	.	.	i	0.7	9.5%	23%	8%	.	.	i	51
COc1cccc(C(c2sc3nc(C)nn3c2O)N2CCN(C(=O)c3ccco3)CC2)c1 (stereo unspecified)	10%	0.0%	0.3	1056	i	1.4	-0.1%	10%	-2%	-3	1	i	16
COc1ccccc1CNC(=O)C(C)n1nc(C)n2c(cc3occc32)c1=O (stereo unspecified)	-1%	0.0%	.	.	i	0.8	.	9%	8%	.	.	i	23
CC(C)Oc1ccc(C(=O)Nc2c3c(nn2C(C)(C)C)CS(=O)(=O)C3)cc1	3%	-0.1%	.	.	i	2.1	1.2%	0%	-2%	.	.	i	9
CC(NC(=O)CSc1n[nH]c(=O)n1C1CC1)C12CC3CC(CC(C3)C1)C2 (stereo unspecified)	6%	-0.1%	0.6	1068	i	1.1	0.2%	2%	8%	-2	-5	i	32
CCCCn1c2nc3ccccc3nc2c2c(=O)n(CCC(C)C)cnc21	2%	0.3%	2.3	501	i	4.9	1.7%	0%	8%	-13	-17	i	20
Cc1cnn(C(=S)NCc2ccc(Cl)cc2)c1	15%	1.1%	-1.0	516	.	.	-0.2%	4%	.	68*	35*	i	43
COc1cccc(/C=C/C(=O)OCC(=O)c2ccc(S(=O)(=O)N3CCCCC3)cc2)c1OC	3%	.	.	.	i	1.1	-1.6%	9%	1%	.	.	i	59
O=C(c1ccccc1)N1CCN(c2ccc(N3CCOCC3)nn2)CC1	8%	.	.	.	i	0.8	-0.1%	15%	6%	.	.	i	14
CC(C)N(C(=S)NC1CC2CCC1C2)c1ccccc1 (stereo unspecified)	-2%	0.3%	-1.6	1063	i	0.3	20%	5%	-2%	65*	4.5*	i	15
O=P(OC1CCCCC1)(OC1CCCCC1)C(O)c1c(Cl)cccc1Cl (stereo unspecified)	-10%	-1.4%	-0.8	1070	i	1.6	2.3%	16%	3%	71*	31*	i	16
COc1ccc(CCN2C(=O)CC(NC34CC5CC(CC(C5)C3)C4)C2=O)cc1OC (stereo unspecified)	2%	-0.2%	-1.5	1087	i	2.0	0.0%	23%	16%	0	-12	i	28
COc1ccc2[nH]c(=O)c(CN(CCO)C(=O)NCc3ccccc3)cc2c1	13%	-0.2%	3.0	1144	i	1.7	2.6%	3%	0%	11	3	i	8
CCOC(=O)c1cnc(-c2ccccc2)nc1Oc1cccc(Cl)c1	-5%	0.6%	.	.	i	1.2	6.2%	-1%	24%	-12	-9	i	26
CCNc1ccc(C(=O)OCC)cc1NC(=O)c1cccc(N(C)C)c1	-4%	2.6%	26	682	i	1.7	-0.9%	10%	3%	-3	6	i	32
C=CCc1ccccc1OCCSc1nc2ccc([N+](=O)[O-])cc2s1	12%	-0.9%	0.7	928	i	1.4	3.7%	0%	5%	-1	-7	i	30
Cc1ccc(Cl)cc1N1CCN(C(=O)CCS(=O)(=O)c2cccc3nonc23)CC1	-15%	0.0%	-2.6	1079	i	0.1	21%	1%	7%	13	-5	i	5
COc1ccc(C(=O)n2c(-c3ccco3)nc3ccccc32)cc1	-11%	1.0%	75*	414*	?	.	0.8%	12%	11%	22	37	i	34
Cc1cc(NC(=O)CSc2nnc(-c3cccs3)n2N)no1	12%	0.1%	0.4	1467	i	0.8	2.1%	-3%	3%	10	2	i	2
O=C(COc1coc(CN2CCN(c3ccc(F)cc3)CC2)cc1=O)Nc1ccccc1	9%	.	.	.	i	0.5	1.2%	18%	5%	.	.	i	5
Nc1nc(NCCCN2CCOCC2)nc(Nc2ccccc2F)c1[N+](=O)[O-]	-10%	0.1%	0.6	1254	i	0.6	0.0%	10%	3%	.	.	i	58
COc1ccc(OC)c(Nc2ncnc3c2cnn3-c2cccc(C)c2)c1	4%	?	1.4	1185	i	5.5	-1.9%	7%	17%	43	36	i	7
O=C(C1=C(O)C(=O)N(CCOCCO)C1c1cccs1)c1cccs1 (stereo unspecified)	12%	0.8%	-3.2	1061	i	0.6	-0.9%	-2%	5%	-9	-4	i	40
CCc1c(C)[nH]n(-c2nc(-c3ccccc3)cs2)c1=O	-3%	-0.4%	-0.1	1138	i	0.3	1.1%	17%	9%	25	28	i	50
O=C(NCc1ccc2c(c1)OCO2)c1ccc(S(=O)(=O)C(F)F)cc1	1%	-0.5%	0.1	1106	i	0.0	0.7%	13%	3%	-7	-4	i	49
O=C(NCCCC(=O)N1CCOCC1)c1cccnc1	4%	-0.1%	1.3	1172	i	0.2	1.1%	14%	5%	-15	6	i	42
CCC(C)c1ccccc1NC(=O)c1cc(C)no1 (stereo unspecified)	6%	0.0%	.	.	i	0.3	1.1%	9%	8%	.	.	i	35
Cc1cccc(C(=O)Oc2ccc(/C=N/NC(=O)Cc3ccc([N+](=O)[O-])cc3)cc2)c1	8%	0.3%	.	.	i	0.7	1.1%	0%	1%	6	-6	i	35
Cc1cc([N+](=O)[O-])nn1CCCC(=O)NCc1ccccc1	-5%	-0.2%	.	.	i	1.3	1.1%	8%	12%	3	11	i	45
Cc1ccc(C(=O)NNC(=O)c2ccc3c(c2)OCCO3)cc1	.	.	.	.	i	0.3	1.2%	.	5%	.	.	i	21
COc1ccccc1N1CCN(S(=O)(=O)CCNC(=O)c2cc(=O)c3ccccc3o2)CC1	-8%	-0.1%	.	.	i	0.3	5.4%	11%	11%	.	.	i	42
CCOC(=O)C1=C(CN2CCc3ccccc32)NC(=O)NC1c1ccc(Cl)cc1 (stereo unspecified)	3%	-1.3%	-2.9	1064	i	3.7	0.7%	8%	-7%	34	10	i	23
Cc1[nH]c(=O)[nH]c(=O)c1S(=O)(=O)N1CCCC(C(=O)N2CCC(Cc3ccccc3)CC2)C1 (stereo unspecified)	9%	0.0%	0.6	1106	i	2.6	2.0%	5%	1%	6	5	i	44
COc1ccc(S(=O)(=O)Nc2cc3c4c(c2)CC(=O)N4CCC3)cc1C	-4%	.	.	.	i	0.1	2.8%	15%	10%	.	.	i	41
CC(Sc1nnc2ccccn12)C(=O)Nc1ccc2c(c1)OCCO2 (stereo unspecified)	-5%	-0.5%	-0.2	1140	i	0.9	0.6%	9%	-3%	3	-6	i	19
CCOC(=O)Cc1csc(SCC(=O)NC2CCC(C)CC2)n1 (stereo unspecified)	-2%	.	.	.	i	1.3	0.8%	16%	1%	.	.	i	30
Cc1ccc(NC(=O)CSCC(=O)Nc2cc(Cl)ccc2N2CCN(C)CC2)cc1	3%	.	.	.	i	0.9	-2.7%	8%	6%	.	.	i	42
CCc1ccc(N(CC(=O)NCc2cccnc2)S(=O)(=O)c2ccccc2)cc1	9%	-0.8%	.	.	i	1.3	-0.5%	-1%	3%	.	.	i	58

Compound profiles (already shown). Order of values: Salmonella PhoP GFP | West Nile antiviral | bCat nuc transl | bCat nuc transl cell count 5 µM | Myeloid diff MLP | Myeloid diff MLP GFP+ MAC1+ % | RSV antiviral HEp-2 | SV40 large T antigen | Rac1 GTP hydrolysis | WT yeast gro inh | WT yeast gro inh mutant strain | T cell HTS | T cell HTS vesicle-bound %
COc1ccc(C(=O)n2c(-c3ccco3)nc3ccccc32)cc1 across the screens: -11% | 1.0% | 75* | 414* | ? | . | 0.8% | 12% | 11% | 22 | 37 | i | 34
O=C(N/N=C/c1cccc2ccccc12)c1cccc(F)c1 across the screens: -8% | 0.5% | . | . | i | 0.7 | 9.5% | 23% | 8% | . | . | i | 51
CCc1c(C)[nH]n(-c2nc(-c3ccccc3)cs2)c1=O across the screens: -3% | -0.4% | -0.1 | 1138 | i | 0.3 | 1.1% | 17% | 9% | 25 | 28 | i | 50
Cc1ccc(Cl)cc1N1CCN(C(=O)CCS(=O)(=O)c2cccc3nonc23)CC1 across the screens: -15% | 0.0% | -2.6 | 1079 | i | 0.1 | 21% | 1% | 7% | 13 | -5 | i | 5
